# KCNH2 3.1 block – blocks the human KCNH2 3.1 channel isoform; activity change, % (tested at about 1.8 µM); 340,000 tested, 0.95% active; U2OS KCNH2 3.1, thallium flux FluxOr; stronger effect = lower value;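 active means maximum activity change below -70%; inconclusive means maximum activity change from -70% to -50%; inactive means maximum activity change above -50%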;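 further: thallium influx rate constant from kinetic fluorescence after stimulation buffer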
#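 Channel expression came from 3.1 mutant virus (1.77 x 10^8 /mL) applied to suspended U2OS cells for 4 h. Flux was tracked with FluxOr dye plus Red40 quencher, and kinetic rate constants normalized to controls.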
# uPA generation – blocks generation of uPA at the cell surface; Potency, µM (top dose mostly 38.3 µM), without a hit: top-dose activity change, negative = inhibition, usual class: inhibitors; 330,000 tested, 0.31% active; cell surface uPA generation assay, qHTS; active means well fitted inhibition curve with a large enough effect; inconclusive means small, poorly fitted or top-dose-only effect; inactive means no such curve, though single readings can be large or run the other way; tested in mouse RAW 264.7 cells; further: potency means the concentration at half of the fitted maximal effect; nearly all actives have a fitted effect of over 55% in size
# Giardia killer – kills Giardia lamblia; Giardia lamblia trophozoite viability; activity change, % at 7.66 µM, hits read low; 340,000 tested, 0.15% active; AID 540267; in the data active means activity change below about -80%; inconclusive means between about -30% and that limit;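 further: parasites exposed to compound for two days anaerobically before the ATP read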
#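 Trophozoites 100 cells/well + cpd; 48 hrs, 37 deg C, anaerobic. ATPLite 1-Step added, 15-30 min RT, luminescence read (ATP-based viability).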
# * = called active by the depositor; ? = inconclusive; [ ] = remark or other dose. On the % scale 0 is the no-effect control and ±100 the full control effect.
[1] COc1cc(/C=N/NC(=O)CNS(=O)(=O)c2ccc(C)cc2)cc(OC)c1OC
[2] CSC(=Nc1ccccc1)N=C(SCc1ccccc1)N(C)C
[3] COc1ccc2c(=O)c3c(=O)n(Cc4ccccc4)c(C(C)C)nc3oc2c1
[4] CCN(C(=O)COC(=O)/C=C/c1ccc2c(c1)OCO2)c1c(N)n(Cc2ccccc2)c(=O)[nH]c1=O
[5] CCOC(=O)c1ccc(C(=O)NNC(=O)C2CC=CCC2)cc1 (centres undefined)

Screen / compound no.,1,2,3,4,5
KCNH2 3.1 block,2.7,14.0,-1.3,1.4,18.5
uPA generation,12.4%,-10.5%,0.1%,0.1%,2.3%
Giardia killer,-4.6,17.3,-9.7,9.1,-1.0

[6] Cc1ccc(NC(=O)c2ccc(F)cc2F)cc1
[7] Nc1nonc1-n1nnc(C(=O)N/N=C/c2ccccc2F)c1CN1CCOCC1
[8] C=C1C(=O)C2=CC1CCC(=O)C1(C)CCC(OC(C)=O)C(C)(C)C1CC2O (centres undefined)
[9] CCCOc1ccc(C2/C(=C(/O)c3ccccc3)C(=O)C(=O)N2CCCN(C)C)cc1OC (centres undefined)
[10] C/C(=C\C(=O)c1ccc(Br)cc1)NNC(=O)c1ccccc1

Screen / compound no.,6,7,8,9,10
KCNH2 3.1 block,1.9,4.4,6.3,-10.5,-15.5
uPA generation,?,3.1%,8.1%,3.5%,-24.8%
Giardia killer,-12.7,-3.4,-12.1,-20.7,-0.9

[11] CCOC(=O)C[C@H]1c2ccccc2S(=O)(=O)N1C1CC1
[12] Cc1ccc(/C=N/NC(=O)CC2N=C(Cc3ccccc3)NNC2=O)cc1 (centres undefined)
[13] CCc1nc(N2CCN(S(=O)(=O)c3ccc(Br)cc3)CC2)c2c(C)c(C)sc2n1
[14] O=C(OCCn1c(=S)sc2ccccc21)c1ccccc1
[15] CN(C)c1ncnc2c1ncn2CCn1cnc2c(N(C)C)ncnc21

Screen / compound no.,11,12,13,14,15
KCNH2 3.1 block,0.3,-19.2,-26.1,-5.3,9.9
uPA generation,0.1%,5.6%,-9.9%,1.4%,5.5%
Giardia killer,13.5,-13.1,-0.5,-2.5,-0.1

[16] Cn1cnc([N+](=O)[O-])c1Sc1nc(N)nc2c1ncn2Cc1ccccc1
[17] CC(=O)c1ccc(OC(=O)Oc2ccc(C(C)=O)cc2)cc1
[18] O=C(OCCOCn1cc(Br)c(=O)[nH]c1=O)c1ccccc1
[19] Cc1ccc(C(c2nnnn2C2CCCC2)N2CCN(c3nc4ccccc4s3)CC2)cc1 (centres undefined)
[20] CC1(C)COC(c2cc3c(cc2Br)OCO3)OC1

Screen / compound no.,16,17,18,19,20
KCNH2 3.1 block,-10.5,16.5,2.8,-12.1,-2.0
uPA generation,-17.2%,5.2%,-0.4%,4.7%,3.0%
Giardia killer,15.3,-1.4,13.4,-11.3,-3.9

# Shown bar-delimited: entries from further up
nr | Compound | KCNH2 3.1 block | uPA generation | Giardia killer
4 | CCN(C(=O)COC(=O)/C=C/c1ccc2c(c1)OCO2)c1c(N)n(Cc2ccccc2)c(=O)[nH]c1=O | 1.4 | 0.1% | 9.1
5 | CCOC(=O)c1ccc(C(=O)NNC(=O)C2CC=CCC2)cc1 (centres undefined) | 18.5 | 2.3% | -1.0
6 | Cc1ccc(NC(=O)c2ccc(F)cc2F)cc1 | 1.9 | ? | -12.7
7 | Nc1nonc1-n1nnc(C(=O)N/N=C/c2ccccc2F)c1CN1CCOCC1 | 4.4 | 3.1% | -3.4
8 | C=C1C(=O)C2=CC1CCC(=O)C1(C)CCC(OC(C)=O)C(C)(C)C1CC2O (centres undefined) | 6.3 | 8.1% | -12.1
9 | CCCOc1ccc(C2/C(=C(/O)c3ccccc3)C(=O)C(=O)N2CCCN(C)C)cc1OC (centres undefined) | -10.5 | 3.5% | -20.7
10 | C/C(=C\C(=O)c1ccc(Br)cc1)NNC(=O)c1ccccc1 | -15.5 | -24.8% | -0.9
11 | CCOC(=O)C[C@H]1c2ccccc2S(=O)(=O)N1C1CC1 | 0.3 | 0.1% | 13.5
12 | Cc1ccc(/C=N/NC(=O)CC2N=C(Cc3ccccc3)NNC2=O)cc1 (centres undefined) | -19.2 | 5.6% | -13.1
13 | CCc1nc(N2CCN(S(=O)(=O)c3ccc(Br)cc3)CC2)c2c(C)c(C)sc2n1 | -26.1 | -9.9% | -0.5
14 | O=C(OCCn1c(=S)sc2ccccc21)c1ccccc1 | -5.3 | 1.4% | -2.5
15 | CN(C)c1ncnc2c1ncn2CCn1cnc2c(N(C)C)ncnc21 | 9.9 | 5.5% | -0.1
16 | Cn1cnc([N+](=O)[O-])c1Sc1nc(N)nc2c1ncn2Cc1ccccc1 | -10.5 | -17.2% | 15.3
17 | CC(=O)c1ccc(OC(=O)Oc2ccc(C(C)=O)cc2)cc1 | 16.5 | 5.2% | -1.4
18 | O=C(OCCOCn1cc(Br)c(=O)[nH]c1=O)c1ccccc1 | 2.8 | -0.4% | 13.4

# The list goes on.
[21] CCCC[C@@H]1CN=C(N)N1CC(C)(C)C
[22] C=CCOc1ccc2c(c1)CCC1C2CCC2(C)C(O)C(O)CC12 (centres undefined)
[23] CCN1CCC(O)(C(C(=O)O)c2ccccc2)CC1 (centres undefined)
[24] CCC(C(=O)NC1CCCC1)n1c2ccccc2c2nc(=O)cc(C)n21 (centres undefined)
[25] O=[N+]([O-])c1cc2ccccc2nc1-c1ccccc1

Screen / compound no.,21,22,23,24,25
KCNH2 3.1 block,7.6,-7.9,-20.9,11.1,9.3
uPA generation,-19.4%,3.7%,-1.0%,1.5%,-3.9%
Giardia killer,-19.2,16.8,1.7,-7.2,-7.9

[26] Cc1cc(N)ncc1[N+](=O)[O-]
[27] CN(C)c1ccc(C=C2C=Cc3ccccc32)cc1
[28] O=[N+]([O-])c1c(O)c(Cl)cc(Cl)c1Cl (tested in a mixture with another compound)
[29] COc1cccc(CC2(CO)CCCN(Cc3ccc(OC(F)F)cc3)C2)c1 (centres undefined)
[30] C#CCNC(=O)C1=C[C@H](C(C)(C)C)C[C@H](OCCCCO)O1

Screen / compound no.,26,27,28,29,30
KCNH2 3.1 block,6.8,9.3,6.2,-90.5*,2.5
uPA generation,6.8%,-7.8%,1.3%,12.8%,-9.4%
Giardia killer,2.0,46.6[activator],4.8,-17.2,-5.5

[31] N#Cc1ccc(C=NN2CCCCCC2)cc1
[32] COc1ccccc1C(c1c(O)nc(SC)[nH]c1=O)c1c(O)nc(SC)[nH]c1=O
[33] COc1ccc(CNC[C@H]2O[C@@H](n3ccc(=O)[nH]c3=O)[C@H](O)[C@@H]2O)cc1OC
[34] N#CC(c1ccc(O)cc1)N1CCN(C(C#N)c2ccc(O)cc2)CC1 (centres undefined)
[35] O=C(CN1C(=O)CSc2ccc(S(=O)(=O)N3CCCCCC3)cc21)NCCc1ccccc1

Screen / compound no.,31,32,33,34,35
KCNH2 3.1 block,-0.2,-8.0,5.3,-0.8,-4.4
uPA generation,5.2%,9.9%,1.0%,-2.5%,-1.1%
Giardia killer,-14.5,0.1,-27.7,-22.6,-14.5

[36] CCN(CC)S(=O)(=O)c1ccc(N2CCN(C)CC2)c(NC(=O)CN2C(=O)NC3(CCCCC3)C2=O)c1
[37] Cn1c(N)cc(=O)n(C)c1=S
[38] Cc1nc(C(=O)Nc2ccc(Cl)cc2)sc1C1(C)CC(c2cccc([N+](=O)[O-])c2)=NO1 (centres undefined)
[39] COC(=O)C[C@H]1c2ccccc2S(=O)(=O)N1Cc1ccc(OC)cc1
[40] CC1=C(N2CCCCC2)CCC1=O

Screen / compound no.,36,37,38,39,40
KCNH2 3.1 block,10.6,3.4,-5.6,9.3,-3.4
uPA generation,-1.6%,1.0%,6.8%,-7.8%,8.7%
Giardia killer,13.4,3.1,-1.7,-26.2,-6.3

[41] CCN1C(=O)[C@H]2[C@@H](c3ccc(C)cc3)N3C(=O)N(c4cccc(Br)c4)C(=O)[C@@]3(C)[C@H]2C1=O
[42] C=CCOc1cccc(C(=O)N(C)C2CCCN(Cc3ccccc3F)C2)c1 (centres undefined)
[43] COC(C/C=C/[C@H](O)[C@@H](C)OCc1ccccc1)OC
[44] Cc1cc(-c2ccccc2)cc(C)n1
[45] Cc1ccc(S(=O)(=O)Nc2ccc3ccccc3c2)cc1

Screen / compound no.,41,42,43,44,45
KCNH2 3.1 block,-80.1*,-19.0,-11.4,-4.6,3.2
uPA generation,-14.6%,21.6%,3.8%,2.7%,-2.2%
Giardia killer,6.6,9.3,-1.4,8.7,?

# One compound at a time, from the list above. Screens in order: KCNH2 3.1 block, uPA generation, Giardia killer
# `COC(C/C=C/[C@H](O)[C@@H](C)OCc1ccccc1)OC` across the screens: -11.4, 3.8%, -1.4
# `C=CCOc1cccc(C(=O)N(C)C2CCCN(Cc3ccccc3F)C2)c1` (centres undefined) across the screens: -19.0, 21.6%, 9.3

# (cont.)
[46] O=C1CCC[C@@H]2C[C@@]3(C[C@@H]4CCN1[C@H]24)Nc1cc(Cl)c(Cl)cc1NC3=NCc1ccccc1
[47] CN(C(=O)c1cccc(NC(=O)Cc2ccc(NC(=O)C3CCN(C(=O)c4ccccc4)CC3)cc2)c1)C1CCCCC1
[48] CCc1cccc(-n2c(SCC(=O)c3c(N)n(C4CC4)c(=O)[nH]c3=O)nnc2N2CCOCC2)c1
[49] CCn1c2ccccc2c2cc(C#N)c(N)nc21
[50] CN(C)c1ccc(C=C2SC(=S)NC2=O)cc1

Screen / compound no.,46,47,48,49,50
KCNH2 3.1 block,-9.9,19.7,-4.5,-17.6,0.9
uPA generation,?,11.7%,4.8%,-1.1%,-10.2%
Giardia killer,-17.2,-7.6,-13.2,5.6,-22.5

[51] CC(Nc1nc(-c2ccc(F)cc2)cs1)c1nc2cc(Cl)c(N3CCCCC3)cc2n1CCCO (centres undefined)
[52] N#CCCCCn1ccc(NC(=O)c2ccc(Cl)cc2O)n1
[53] C(COC1CC2CC1C1C2CC2OC21)OC1CC2CC1C1C2CC2OC21 (centres undefined)
[54] O=C(CCCCCCCC(=O)N1CCCC1)N1CCCC1
[55] O=C1c2cccc3c2N(CCC3)C(=O)C1(F)c1ccccc1 (centres undefined)

Screen / compound no.,51,52,53,54,55
KCNH2 3.1 block,-11.1,-0.7,-4.7,14.1,0.9
uPA generation,?,-5.3%,-0.3%,3.8%,-0.1%
Giardia killer,-13.2,-3.2,-5.9,-21.8,-6.6

[56] COC(=O)C1CN(Cc2ccccc2)C(=O)C1=O (centres undefined)
[57] CCCCN(C(=O)C1CC(=O)N(CCc2ccc(OC)c(OC)c2)C1)c1c(N)n(CC(C)C)c(=O)[nH]c1=O (centres undefined)
[58] CC1CCN(c2ccc3c(c2)S(=O)(=O)c2ccccc2C3=O)CC1
[59] CN(c1ccccc1)c1ccc(/C=C(/CCC(=O)O)c2nc3ccccc3s2)cc1[N+](=O)[O-]
[60] Cc1cccc2c(N=NC(=O)C(C)n3cnc4ccccc4c3=O)c(O)[nH]c12 (centres undefined)

Screen / compound no.,56,57,58,59,60
KCNH2 3.1 block,12.5,17.6,-11.5,3.0,-3.2
uPA generation,0.8%,11.9%,-29.2%,1.4%,3.4%
Giardia killer,5.7,12.5,-6.0,-16.1,6.8

[61] CCN1C[C@@H]2[C@@H]3C(=O)N(C)C(=O)[C@@H]3[C@](C)(C1=O)N2C(=O)c1ccc(C(F)(F)F)cc1
[62] CC[C@]12C(=O)N(C)C[C@H]([C@@H]3C(=O)N(C)C(=O)[C@@H]31)N2C(=O)c1ccc(C)cc1
[63] CC(C)=CC1C(C(=O)NCCc2ccccc2)C1(C)C (centres undefined)
[64] CC(C)CSc1nc(N)nc2c1ncn2C1OC(CO)C(O)C1O (centres undefined)
[65] COc1ccc(Cl)cc1NS(=O)(=O)c1cccc(C(=O)NC2CCN(Cc3ccccc3)CC2)c1

Screen / compound no.,61,62,63,64,65
KCNH2 3.1 block,17.3,-2.7,-1.9,-4.9,?
uPA generation,9.9%,13.0%,14.6%,2.3%,?
Giardia killer,-13.6,-28.9,22.8,-4.7,-18.2

[66] COc1cc(/C=C2/OC(=O)c3cc([N+](=O)[O-])ccc32)cc(OC)c1OC
[67] CCc1cc(=O)oc2c(C)c(OS(C)(=O)=O)ccc12
[68] CCNC(=O)c1ccc(=O)n(Cc2ccc(Cl)cc2Cl)c1
[69] COc1ccc(NC(=O)N(CCCN2CCOCC2)Cc2cccnc2)c(OC)c1
[70] NC(=NCCc1ccccc1)NC(=O)c1cc(Cl)ccc1O

Screen / compound no.,66,67,68,69,70
KCNH2 3.1 block,-2.9,4.7,7.0,?,-0.5
uPA generation,0.4%,-0.4%,-2.1%,8.6%,6.8%
Giardia killer,-7.2,0.5,-5.1,19.3,-11.8

[71] Cc1nc(N)nc(N)c1-c1ccc(Cl)c(Cl)c1
[72] COc1cc(OC)c2c3c(c(C4CCCCC4)nc2c1)CCC3
[73] CCN(C(=O)COC(=O)CCOc1cc(C)ccc1C)c1c(N)n(Cc2ccccc2)c(=O)[nH]c1=O
[74] COc1cccc(COc2ccc3c(C)c(Cc4ccccc4)c(=O)oc3c2)c1

Screen / compound no.,71,72,73,74
KCNH2 3.1 block,-13.6,-9.8,0.3,-6.0
uPA generation,-6.5%,3.4%,-0.4%,5.9%
Giardia killer,2.5,12.9,0.2,-14.7

# An excerpt; rates above refer to the full screens.
